Source: PubChem (several laboratories)
Exocytosis inh: lytic granule exocytosis inhibition. 0.66% of 360,000 active. TALL-104 LAMP-1 surface exposure, flow cytometry; cells stimulated with thapsigargin and PMA. inhibition, % at 10 µM;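 active = inhibition above about 55%, limit read from the data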
TLR9-MyD88 block: inhibitors of human TLR9-MyD88 binding. inhibition, % at 4.98 µM. 0.21% of 340,000 active. AID 504734. CHO BLA complementation TLR9-MyD88, CCF4 FRET ratio;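 active = inhibition above the mean over all tested compounds plus 3 SD, cut at about 21% in these data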;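 also: 0% = DMSO only wells and 100% = clavulanate BLA inhibitor control wells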
COUP-TFII inh: blocks human COUP-TFII nuclear receptor. HEK293T NGFI-A luciferase reporter, luminescence. inhibition, % at 8.6 µM. P24468. 0.7% of 370,000 active;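 active = inhibition above a per-plate cutoff, mean inhibition of test wells between control levels plus 3 SD, cut at about 38% in these data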;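 also: cells cotransfected with COUP-TFII expression vector driving the NGFI-A reporter; 0% = median of COUP-TF2 test wells and 100% = reporter-only cells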
ABHD5-PLIN5 inh: inhibitors of human ABHD5-perilipin-5 interaction | Q00G26+Q8WTS1 | Split G. princeps luciferase complementation, luminescence, 4 h | inhibition, % at 4 µM | 0.78% of 360,000 active | AID 602281;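 active = inhibition above the mean inhibition across every tested compound plus 3 SD, cut at about 22% in these data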;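 also: 0% = DMSO only wells and the 100% control is not disclosed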
TROY signal inh: blocks TROY-dependent signaling in reporter cells; Q293 LMP1-TROYcd NF-kB luciferase reporter, 4 h; inhibition, % at 10 µM; 0.98% of 360,000 active; AID 1347056;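 active = compounds whose plate-normalised and pattern-corrected inhibition of the luciferase reporter signal at the single screening dose is 50% or more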
SRC2 inh: human SRC2 (NCOA2) inhibition; inhibition, % at 9 µM; 0.17% of 370,000 active; Q15596; HEK293 GAL4-SRC2 luciferase reporter, luminescence;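 active = inhibition above the mean inhibition of all tested compounds plus 3 SD, set per campaign, cut at about 52% in these data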;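 also: 0% = DMSO treated cells and 100% = cells given Gossypol at 36 µM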
NCOA1 inh: inhibitors of human steroid receptor coactivator 1 (SRC1); Q15788; 0.12% of 360,000 active; inhibition, % at 3.6 µM; AID 588354; HEK293 GAL4-SRC1 luciferase reporter, luminescence;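 active = inhibition above the campaign mean plus 3 SD, with each screening campaign given its own cutoff, cut at about 60% in these data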;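 also: 0% = DMSO treated cells and 100% = gossypol at 36 µM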
Target sequence (Q15788 whole entry, looked up, the tested form may be a part): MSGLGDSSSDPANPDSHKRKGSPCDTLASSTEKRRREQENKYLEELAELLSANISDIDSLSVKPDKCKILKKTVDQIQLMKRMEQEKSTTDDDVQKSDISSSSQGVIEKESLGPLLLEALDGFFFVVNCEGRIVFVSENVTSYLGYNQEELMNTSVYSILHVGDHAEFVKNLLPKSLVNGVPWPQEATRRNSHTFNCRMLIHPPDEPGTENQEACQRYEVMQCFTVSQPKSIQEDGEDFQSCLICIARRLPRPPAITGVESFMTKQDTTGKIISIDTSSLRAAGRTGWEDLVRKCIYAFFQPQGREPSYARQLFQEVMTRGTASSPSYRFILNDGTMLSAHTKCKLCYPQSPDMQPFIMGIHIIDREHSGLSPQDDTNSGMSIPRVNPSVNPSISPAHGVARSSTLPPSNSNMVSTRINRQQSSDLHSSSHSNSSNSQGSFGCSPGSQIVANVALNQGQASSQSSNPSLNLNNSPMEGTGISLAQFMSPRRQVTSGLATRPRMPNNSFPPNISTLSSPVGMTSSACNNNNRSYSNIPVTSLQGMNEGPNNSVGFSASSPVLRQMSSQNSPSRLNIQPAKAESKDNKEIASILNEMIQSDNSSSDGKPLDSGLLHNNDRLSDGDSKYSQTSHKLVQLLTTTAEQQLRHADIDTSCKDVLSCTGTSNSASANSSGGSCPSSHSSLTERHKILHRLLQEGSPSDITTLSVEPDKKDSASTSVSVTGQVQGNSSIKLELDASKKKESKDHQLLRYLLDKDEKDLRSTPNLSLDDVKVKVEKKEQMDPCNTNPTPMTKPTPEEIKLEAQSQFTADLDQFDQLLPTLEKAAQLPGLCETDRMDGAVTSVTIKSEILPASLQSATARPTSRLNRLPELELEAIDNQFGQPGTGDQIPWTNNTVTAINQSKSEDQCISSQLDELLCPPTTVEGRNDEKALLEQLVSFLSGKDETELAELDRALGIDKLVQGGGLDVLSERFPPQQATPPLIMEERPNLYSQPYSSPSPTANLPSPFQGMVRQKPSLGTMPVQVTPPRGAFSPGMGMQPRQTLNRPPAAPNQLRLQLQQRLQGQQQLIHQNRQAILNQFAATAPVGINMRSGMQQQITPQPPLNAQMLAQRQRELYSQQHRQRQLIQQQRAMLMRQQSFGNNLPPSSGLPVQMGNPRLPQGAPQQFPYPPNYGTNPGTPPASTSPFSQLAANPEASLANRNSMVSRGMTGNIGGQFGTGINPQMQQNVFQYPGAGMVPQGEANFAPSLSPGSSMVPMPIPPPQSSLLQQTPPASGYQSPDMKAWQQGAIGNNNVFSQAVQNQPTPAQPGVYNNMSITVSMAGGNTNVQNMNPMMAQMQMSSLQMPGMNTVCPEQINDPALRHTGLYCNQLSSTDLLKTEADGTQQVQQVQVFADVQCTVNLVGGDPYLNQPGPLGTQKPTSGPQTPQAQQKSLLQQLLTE
TWEAK-Fn14 inh: blocks TWEAK-Fn14 interaction in a reporter cell assay; TWEAK-stimulated Fn14 reporter cells, luciferase luminescence, 8 h; inhibition, % at 10 µM; 2% of 360,000 active; AID 1159606; in the data active = inhibition above about 50%
NOD2-RIPK2 inh: inhibitors of human NOD2-RIPK2 interaction. O43353. CHO BLA complementation NOD2-RIPK2, CCF4 ratio. inhibition, % at 4.98 µM. 0.38% of 360,000 active. AID 624267; in the data active = inhibition above about 21%;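 also: 0% = vehicle only and 100% = reference blocker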
LRH-1 inv ag: suppresses constitutive activity of human LRH-1; O00482; HEK293T StAR-luciferase reporter, LRH-1 transfected, 24 h; inhibition, % at 3.6 µM; 0.13% of 360,000 active;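 active = inhibition above the mean inhibition of all tested compounds plus 3 SD, cut at about 73% in these data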;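 also: 0% = DMSO wells and 100% = reporter-only cells lacking LRH-1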
SRC3 inh: inhibitors of human steroid receptor coactivator 3 (SRC3) | Q9Y6Q9 | HEK293 GAL4-SRC3 luciferase reporter, luminescence | inhibition, % at 3.6 µM | 0.17% of 360,000 active;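 active = inhibition above a per-campaign cutoff, the mean of all compounds plus 3 SD, cut at about 60% in these data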;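 also: 0% = DMSO-treated cells and 100% = gossypol-treated cells at 36 µM; higher means less SRC3-driven luciferase light from the GAL4 reporter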
* hit, by the source's call.

`COc1cccc(CNC(=O)CCC2CCCN(C(=O)c3cscn3)C2)c1` (stereo unspecified) gave Exocytosis inh -2, TLR9-MyD88 block 1, COUP-TFII inh -4, ABHD5-PLIN5 inh 1, TROY signal inh -2, SRC2 inh 9, NCOA1 inh 4, TWEAK-Fn14 inh -17, NOD2-RIPK2 inh -1, LRH-1 inv ag -11 and SRC3 inh 16.
CCOC(=O)c1cnc2c(c(C)nn2CC)c1NCCN1CCOCC1 was read as Exocytosis inh 0, TLR9-MyD88 block -9, COUP-TFII inh -9, ABHD5-PLIN5 inh 1, TROY signal inh 4, SRC2 inh 1, NCOA1 inh -7, TWEAK-Fn14 inh -4, NOD2-RIPK2 inh -5, LRH-1 inv ag 4 and SRC3 inh 14.
`CSc1nc2n(n1)C(C)C1=C(CCCC1=O)N2` (stereo unspecified) gave Exocytosis inh 0, TLR9-MyD88 block -6, COUP-TFII inh 1, ABHD5-PLIN5 inh -2, TROY signal inh -1, SRC2 inh -17, NCOA1 inh 1, TWEAK-Fn14 inh -5, NOD2-RIPK2 inh -6, LRH-1 inv ag 3 and SRC3 inh 9.
COc1ccc(NC(=O)N(Cc2cc3cc(C)ccc3[nH]c2=O)CC2CCCO2)cc1 (stereo unspecified) was read as Exocytosis inh 0, TLR9-MyD88 block 4, COUP-TFII inh 7, ABHD5-PLIN5 inh 3, TROY signal inh 7, SRC2 inh 2, NCOA1 inh 2, TWEAK-Fn14 inh 8, NOD2-RIPK2 inh 7, LRH-1 inv ag 23 and SRC3 inh -14.
For CCOC(=O)C(Cc1ccnc2ccccc12)=NO the results were Exocytosis inh 1, TLR9-MyD88 block 12, COUP-TFII inh 19, ABHD5-PLIN5 inh 2, TROY signal inh 19, SRC2 inh 16, NCOA1 inh 1, TWEAK-Fn14 inh 11, NOD2-RIPK2 inh 7, LRH-1 inv ag 16 and SRC3 inh 11.
C[C@]12CCC3C(CC[C@H]4CC(O)CC[C@]34C)C1CC/C2=N/O (stereo partly specified) was read as Exocytosis inh 4, TLR9-MyD88 block 6, COUP-TFII inh 1, ABHD5-PLIN5 inh 7, TROY signal inh 19, SRC2 inh 13, NCOA1 inh -1, TWEAK-Fn14 inh 0, NOD2-RIPK2 inh 4, LRH-1 inv ag 3 and SRC3 inh 1.
`O=C(CN1C(=O)CCSc2ccccc21)Nc1ccc(F)cc1` gave Exocytosis inh -2, TLR9-MyD88 block -5, COUP-TFII inh 16, ABHD5-PLIN5 inh -6, TROY signal inh 5, SRC2 inh -3, NCOA1 inh -1, TWEAK-Fn14 inh -17, NOD2-RIPK2 inh 2, LRH-1 inv ag -11 and SRC3 inh 0.
For CCN1C(=O)c2cccc3c(S(=O)(=O)N(C)C)ccc1c23 the results were Exocytosis inh -8, TLR9-MyD88 block -2, COUP-TFII inh -40, ABHD5-PLIN5 inh -9, TROY signal inh 7, SRC2 inh -43, NCOA1 inh -20, TWEAK-Fn14 inh -7, NOD2-RIPK2 inh 7, LRH-1 inv ag 3 and SRC3 inh -9.
Screening COCCCNc1nc2c(-c3cccc(C(F)(F)F)c3)nnn2c2ccccc12 returned Exocytosis inh 1, TLR9-MyD88 block -1, COUP-TFII inh 6, ABHD5-PLIN5 inh -6, TROY signal inh -33, SRC2 inh -25, NCOA1 inh -2, TWEAK-Fn14 inh -19, NOD2-RIPK2 inh -2, LRH-1 inv ag -8 and SRC3 inh 5.
Screening COc1cccc(-c2nnn(CC(=O)Nc3cc(OC)c(NC(=O)c4ccco4)cc3OC)n2)c1 returned Exocytosis inh -1, TLR9-MyD88 block -4, COUP-TFII inh -10, ABHD5-PLIN5 inh -2, TROY signal inh -6, SRC2 inh 7, NCOA1 inh -3, TWEAK-Fn14 inh -2, NOD2-RIPK2 inh -4, LRH-1 inv ag 39 and SRC3 inh -5.
Cc1cccc(NC(=O)CN2C(=O)S/C(=C\c3ccccn3)C2=O)c1 was read as Exocytosis inh -7, TLR9-MyD88 block -1, COUP-TFII inh -1, ABHD5-PLIN5 inh 0, TROY signal inh 17, SRC2 inh 3, NCOA1 inh -2, TWEAK-Fn14 inh 2, NOD2-RIPK2 inh -8, LRH-1 inv ag -8 and SRC3 inh -31.
Screening CN=C(c1ccco1)n1c(=S)nc(-c2ccco2)n(C)c1=S returned Exocytosis inh 9, TLR9-MyD88 block 9, COUP-TFII inh 2, ABHD5-PLIN5 inh -26, TROY signal inh -11, SRC2 inh 7, NCOA1 inh -4, TWEAK-Fn14 inh 8, NOD2-RIPK2 inh 13, LRH-1 inv ag -12 and SRC3 inh -11.

Brought forward from above: two compounds, then new ones.
Cc1cccc(NC(=O)CN2C(=O)S/C(=C\c3ccccn3)C2=O)c1 was read as Exocytosis inh -7, TLR9-MyD88 block -1, COUP-TFII inh -1, ABHD5-PLIN5 inh 0, TROY signal inh 17, SRC2 inh 3, NCOA1 inh -2, TWEAK-Fn14 inh 2, NOD2-RIPK2 inh -8, LRH-1 inv ag -8 and SRC3 inh -31.
Screening CN=C(c1ccco1)n1c(=S)nc(-c2ccco2)n(C)c1=S returned Exocytosis inh 9, TLR9-MyD88 block 9, COUP-TFII inh 2, ABHD5-PLIN5 inh -26, TROY signal inh -11, SRC2 inh 7, NCOA1 inh -4, TWEAK-Fn14 inh 8, NOD2-RIPK2 inh 13, LRH-1 inv ag -12 and SRC3 inh -11.
For CN1C(=O)c2ccc(NC(=O)c3cccc(N4C(=O)CCC4=O)c3)cc2C1=O the results were Exocytosis inh 1, TLR9-MyD88 block -6, COUP-TFII inh 4, ABHD5-PLIN5 inh -4, TROY signal inh 13, SRC2 inh 8, NCOA1 inh -18, TWEAK-Fn14 inh -4, NOD2-RIPK2 inh 8, LRH-1 inv ag 17 and SRC3 inh 3.
For O=C(O)C[C@H]1c2ccc(C(F)(F)F)cc2S(=O)(=O)N1C1CCCCC1 the results were Exocytosis inh 4, TLR9-MyD88 block -10, COUP-TFII inh 8, ABHD5-PLIN5 inh 2, TROY signal inh -4, SRC2 inh -27, NCOA1 inh -9, TWEAK-Fn14 inh -2, NOD2-RIPK2 inh 9, LRH-1 inv ag 8 and SRC3 inh 2.
COc1ccc(C)cc1NC(=O)C1CCCN(S(=O)(=O)c2ccc3c(c2)CCCN3C(C)=O)C1 (stereo unspecified) was read as Exocytosis inh 3, TLR9-MyD88 block 0, COUP-TFII inh 8, ABHD5-PLIN5 inh -3, TROY signal inh 11, SRC2 inh -2, NCOA1 inh 8, TWEAK-Fn14 inh -23, NOD2-RIPK2 inh 3, LRH-1 inv ag 2 and SRC3 inh 17.
`CSc1nc2nc(-c3ccccc3)cc(C(F)(F)F)n2n1` gave Exocytosis inh -1, TLR9-MyD88 block -15, COUP-TFII inh -2, ABHD5-PLIN5 inh -4, SRC2 inh -3, NCOA1 inh 5, TWEAK-Fn14 inh 3, NOD2-RIPK2 inh 3, LRH-1 inv ag 1 and SRC3 inh -21.
Screening CC(OC(=O)c1cccc(S(=O)(=O)N2CCCC2)c1)C(=O)c1ccccc1 (stereo unspecified) returned Exocytosis inh -7, TLR9-MyD88 block 4, COUP-TFII inh 12, ABHD5-PLIN5 inh 2, TROY signal inh -9, SRC2 inh -30, NCOA1 inh 1, TWEAK-Fn14 inh 11, NOD2-RIPK2 inh -1, LRH-1 inv ag 14 and SRC3 inh 8.
`COC(=O)c1cc(COc2ccc3oc(C)c(C(=O)OC)c3c2)c(C)o1` gave Exocytosis inh 1, TLR9-MyD88 block 0, COUP-TFII inh 2, ABHD5-PLIN5 inh -5, TROY signal inh 22, SRC2 inh 21, NCOA1 inh 2, TWEAK-Fn14 inh 12, NOD2-RIPK2 inh -7, LRH-1 inv ag -16 and SRC3 inh 4.
For COc1ccc(Cl)cc1C(=O)Nn1cnc2ccccc2c1=O the results were Exocytosis inh -1, TLR9-MyD88 block -1, COUP-TFII inh -9, ABHD5-PLIN5 inh 6, TROY signal inh -7, SRC2 inh -23, NCOA1 inh -7, TWEAK-Fn14 inh 11, NOD2-RIPK2 inh -1, LRH-1 inv ag 0 and SRC3 inh 14.
O=c1[nH]c(=S)[nH]nc1Cc1ccc(Cl)c(Cl)c1 was read as Exocytosis inh -7, TLR9-MyD88 block -4, COUP-TFII inh 2, ABHD5-PLIN5 inh -12, TROY signal inh 3, SRC2 inh -30, NCOA1 inh 9, TWEAK-Fn14 inh -1, NOD2-RIPK2 inh -8, LRH-1 inv ag -1 and SRC3 inh 1.
For Cc1ccc(OCc2nc(-c3ccccc3)no2)cc1 the results were Exocytosis inh -4, TLR9-MyD88 block 4, COUP-TFII inh -30, ABHD5-PLIN5 inh -6, TROY signal inh -37, SRC2 inh -30, NCOA1 inh -64, TWEAK-Fn14 inh -15, NOD2-RIPK2 inh -3, LRH-1 inv ag -56 and SRC3 inh -44.
For N#CCCNCC1(c2ccccc2)CCCC1 the results were Exocytosis inh 0, TLR9-MyD88 block -10, COUP-TFII inh -16, ABHD5-PLIN5 inh 0, TROY signal inh -24, SRC2 inh -5, NCOA1 inh -20, TWEAK-Fn14 inh 35, NOD2-RIPK2 inh -8, LRH-1 inv ag 1 and SRC3 inh -6.
O=C(NCCO)/C(=C\c1ccc([N+](=O)[O-])o1)NC(=O)c1ccccc1 was read as Exocytosis inh 2, TLR9-MyD88 block -27, COUP-TFII inh -5, ABHD5-PLIN5 inh -8, TROY signal inh 9, SRC2 inh 6, NCOA1 inh -6, TWEAK-Fn14 inh 4, NOD2-RIPK2 inh -5, LRH-1 inv ag 5 and SRC3 inh 2.
Cc1cc2[nH]ncc2cc1NC(N)=S was read as Exocytosis inh 5, TLR9-MyD88 block -1, COUP-TFII inh -7, ABHD5-PLIN5 inh 11, TROY signal inh -11, SRC2 inh 1, NCOA1 inh 17, TWEAK-Fn14 inh 4, NOD2-RIPK2 inh -11, LRH-1 inv ag -2 and SRC3 inh 2.
For COc1ccc(CCNc2ncnc3c2c(C)c(C)n3CCCN(C)C)cc1OC the results were Exocytosis inh 8, TLR9-MyD88 block 5, COUP-TFII inh -7, ABHD5-PLIN5 inh 3, TROY signal inh 2, SRC2 inh -39, NCOA1 inh 0, TWEAK-Fn14 inh -14, NOD2-RIPK2 inh -12, LRH-1 inv ag -1 and SRC3 inh -3.
Screening COc1ccc(C(=O)C(OP(=O)(OC)OC)c2ccccc2OC)cc1 (stereo unspecified) returned Exocytosis inh -1, COUP-TFII inh 7, ABHD5-PLIN5 inh 0, SRC2 inh 10, NOD2-RIPK2 inh 3 and LRH-1 inv ag 2.

Only part of the results is shown (hit frequency here may not be typical).
